Screening data from PubChem.
HSF1 inh = HSF1 inhibitors in luciferase reporter cells, primary screen, cell-based, NIH3T3, luminescence; activity change, negative = inhibition, % at 7.5 µM (by protocol); NIH3T3-HGL HSE-luciferase, MG132-induced, luminescence 8 h; hits give low values; AID 2098, 2009; hit rate 0.77% among 300,000;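 active = more than half of replicate wells show activity change below -50%, luminescence cut by over half; inconclusive = some wells, but at most half, below -50%; inactive = no replicate well below -50%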;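 also: luciferase reports HSF-1 transcriptional activity via heat shock element; 0% = median of DMSO wells and -100% = zero luminescence signal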
HDAC3 inhib = HDAC3 deacetylase inhibitors, primary screen, biochemical, fluorescence, cell-free homogeneous; Histone deacetylase 3 (Homo sapiens), O15379; recombinant HDAC3, fluorogenic peptide/trypsin coupled; inhibition, % at 8.3 µM; hit rate 0.15% among 320,000; in the data active = inhibition above about 26%, passing the limit was not always enough; inconclusive = no clear call, values can overlap the other calls
Target sequence (O15379 whole entry, looked up): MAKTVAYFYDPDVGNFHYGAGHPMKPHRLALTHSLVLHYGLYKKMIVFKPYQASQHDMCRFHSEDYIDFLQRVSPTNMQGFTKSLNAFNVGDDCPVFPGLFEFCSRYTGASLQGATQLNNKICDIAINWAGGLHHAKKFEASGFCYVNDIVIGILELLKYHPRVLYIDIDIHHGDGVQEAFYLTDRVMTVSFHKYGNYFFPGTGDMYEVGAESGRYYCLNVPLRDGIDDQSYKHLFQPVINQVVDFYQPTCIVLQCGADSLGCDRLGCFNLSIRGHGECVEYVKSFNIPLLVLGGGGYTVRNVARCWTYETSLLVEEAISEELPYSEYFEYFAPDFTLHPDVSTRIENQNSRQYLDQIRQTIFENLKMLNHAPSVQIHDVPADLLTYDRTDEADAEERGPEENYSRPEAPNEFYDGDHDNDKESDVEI
AI-2 QS modul = Vibrio harveyi AI-2 quorum sensing modulators, primary screen, JMH597 strain, luminescence/OD600 ratio; Vibrio harveyi JMH597 AI-2 luminescence/OD600 ratio, 9 h; hits give low values; strain lacks LuxN and CqsS sensors; 0 = neutral-control median; activity change, % at 7.5 µM; hit rate 0.4% among 300,000; AID 2094, 2009; in the data active = activity change below about -75%, passing the limit was not always enough; inconclusive = no clear call, values can overlap the other calls;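 also: luminescence divided by OD600 gain over 9 h not by final OD600 alone; inactives centre near 13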
GSK3A inh = blockers of GSK3A enzyme activity – biochemical, luminescence, cell-free homogeneous, HTS, primary screen; Glycogen synthase kinase-3 alpha (Homo sapiens), P49840; hit rate 0.1% among 320,000; AID 2650, 2010; inhibition, % at 10 µM; GSK-3 alpha kinase, ADP-Glo luminescence, 60 min;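 in the data active = inhibition above about 50%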;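 also: GST-tagged GSK-3 alpha with peptide substrate and 25 µM ATP; 0% = DMSO neutral wells and 100% = GW8510 positive control wells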
HSP90 inh = HSP90 inhibitors, primary screen, cell lysate, luminescence. Heat shock protein HSP 90 (rabbit reticulocyte lysate; luciferase refolding). inhibition, % at 5.6 µM. Rabbit reticulocyte lysate, luciferase refolding luminescence, 3 h. hit rate 0.91% among 290,000;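 active = inhibition above the screen-wide mean plus 3 SD, computed separately per campaign, cut at about 16% in these data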;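 also: 0% = DMSO wells and 100% = 60 µM geldanamycin wells; inhibitors lower the luminescence because luciferase stays unfolded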
Dyrk1A ADPGlo = rat Dyrk1A kinase inhibitors, primary screen, biochemical, single point, plate reader | inhibition, % at 12.5 µM | ADP-Glo luminescence, NFATc1 peptide | hit rate 0.43% among 310,000 | Dual specificity tyrosine-phosphorylation-regulated kinase 1A (Rattus norvegicus), Q63470 | AID 504441, 2011; in the data active = inhibition above about 50%;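 also: plate controls were vehicle with enzyme for no effect and no enzyme for full effect; many of its hits are not listed in these tables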
Platelet DG rel = inhibitors of platelet dense granule secretion, primary screen, cell-based, MLPCN, human platelets; human platelet-rich plasma, SFLLRN dense granule ATP release, luminescence; inhibition, %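 (compounds screened at 7.5 µM in platelet-rich plasma)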; hit rate 0.22% among 300,000; AID 1663, 2009;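 active = mean replicate score, as percent of positive control, at or above 50; inconclusive = mean below 50 but at least one replicate at or above 50; inactive = mean and every replicate below 50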
HSF-1 act = HSF-1 activators, primary screen, NIH3T3-HGL cells, MG132 stress, luminescence, single point; NIH3T3-HGL HSF-1 luciferase reporter, 8 h; 100% = twice DMSO control signal; AID 504408, 2011; activation, % at 9 µM; hit rate 1.7% among 300,000;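 active = mean replicate activation of at least 50% with a set share of replicates each reaching 50%; inconclusive = only one of those two conditions met; inactive = mean below 50% and too few replicates reaching it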;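 also: 0% = median of the neutral control wells and 100% = twice that signal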
GSK3B inh = human GSK3beta kinase inhibitors, primary screen, biochemical, cell-free homogeneous, HTS; Glycogen synthase kinase-3 beta (Homo sapiens), P49841; GST-GSK3beta kinase, ADP-Glo luminescence, 60 min; hits give low values; activity score (negative = inhibition), % at 10 µM; hit rate 0.038% among 300,000;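 active = more than half of replicate wells score below -50%, meaning over 50% inhibition versus plate controls; inconclusive = some replicates but at most half score below -50%; inactive = no replicate scores below -50%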;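 also: 0% = median DMSO wells and -100% = median GW8510 positive control wells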
Target sequence (P49841 whole entry, looked up): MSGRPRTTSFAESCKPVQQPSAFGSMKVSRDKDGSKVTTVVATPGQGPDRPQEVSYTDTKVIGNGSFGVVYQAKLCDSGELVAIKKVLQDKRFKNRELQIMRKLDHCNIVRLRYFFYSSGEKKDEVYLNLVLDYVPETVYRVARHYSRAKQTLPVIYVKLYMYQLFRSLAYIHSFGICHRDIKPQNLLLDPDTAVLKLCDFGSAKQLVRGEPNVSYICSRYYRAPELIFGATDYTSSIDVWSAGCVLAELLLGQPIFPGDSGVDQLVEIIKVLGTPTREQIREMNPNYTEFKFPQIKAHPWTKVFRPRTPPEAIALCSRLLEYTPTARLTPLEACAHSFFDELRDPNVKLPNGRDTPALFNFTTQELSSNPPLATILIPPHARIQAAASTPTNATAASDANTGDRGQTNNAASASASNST
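test system = GST-tagged human GSK3beta kinase, cell-free | reagent = 25 µM ATP with peptide substrate | dosing = one dose of 10 µM per compound | schedule = 60 min reaction, RT | detection = luminescent ADP-Glo measurement of ADP formed | control set = DMSO neutral wells and GW8510 at 20 µM as positive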
PolyA inh = polyadenylation inhibitors in yeast reporter cells, primary screen, luminescence, S. cerevisiae; S. cerevisiae SKY197-pL101 polyadenylation reporter, beta-gal luminescence; efflux-impaired pdr1/pdr3 knockout yeast; score 100 = 6 SD above DMSO; hit rate 0.02% among 300,000; AID 1875, 2009; calls only at 12 µM;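 active = lowest replicate activity score at least 50, where 100 means six control SD above control mean; inconclusive = lowest score under 50 but half or more replicates reach 50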;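 also: yeast exposed to compound for 9 h at 30 °C; higher score means more reporter readthrough which indicates perturbed polyadenylation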
Numbers without * were called inactive; i = inactive; u = inconclusive; x = not tested or not shown. Not all compounds are listed; the hit share may differ from the screen's.

SMILES	HSF1 inh	HDAC3 inhib	AI-2 QS modul	GSK3A inh	HSP90 inh	Dyrk1A ADPGlo	Platelet DG rel	HSF-1 act	GSK3B inh	PolyA inh
COc1ccc(S(=O)(=O)N(CC(=O)NN=C2CCN(C)CC2)c2cc(Cl)ccc2OC)cc1OC	-4	-6	55	-2	3	7	2	4	-1	i
Cc1ccc(C(=O)/C=C/c2ccc(F)cc2)o1	21	7	15	0	-2	1	0	28	2	i
O=C(Nc1ccc(F)cc1)N(CCCN1CCOCC1)Cc1cc2cc3c(cc2[nH]c1=O)OCCO3	10	-19	18	0	-2	11	9	19	0	i
COc1cccc(CC2(CO)CCCN(Cc3cn(C)c4ccccc34)C2)c1 (centres undefined)	1	-4	6	0	0	-2	-5	-9	-4	i
CCn1c(C)nc2c(C)[n+](CC(=O)c3ccc(Br)cc3)ccc21	-28	2	27	0	0	-1	-8	-37	2	i
CC(C)n1c(SCC(=O)Nc2nc3ccccc3s2)nc2c1c(=O)n(C)c(=O)n2C	16	1	31	-1	-5	2	x	14	-1	i
O=C(Nc1ccccc1)Nc1ccccc1-n1ccnc1	-7	-2	-3	10	0	-3	-13	9	-3	i
COc1ccc(/C=C/C(=O)NC(=S)N2CCN(C)CC2)cc1	-10	9	26	-1	-6	17	-1	-4	-4	i
Cc1cc(=O)[nH]c(/N=C(\N)Nc2ccc(Oc3ccccc3)cc2)n1	-5	2	2	0	0	-1	-19	-17	3	i
COc1cccc(Oc2coc3c(CN4CCOCC4)c(O)ccc3c2=O)c1	1	-58	12	-1	7	-16	9	-11	0	i
Cc1ccsc1/C=N/NC(=O)C1C(=O)NCC1c1ccccc1 (centres undefined)	-15	0	18	-1	-2	x	-6	5	0	i
COc1ccc(N2CCN(C(=O)c3nn(C)c4c3CS(=O)(=O)c3ccccc3-4)CC2)cc1	-6	-6	12	-2	-2	4	0	0	-23	i
Cn1cc(CCC(=O)NCc2cccc(Cl)c2)c2ccccc21	-6	10	25	-2	-5	1	0	4	0	i
O=C1NC(c2ccccc2)C(C(=O)c2cccs2)C(O)(C(F)(F)F)N1 (centres undefined)	3	0	0	-2	-4	0	1	1	7	i
O=C(OCc1cccc([N+](=O)[O-])c1)c1cccnc1Cl	7	-3	7	5	4	3	-6	15	2	i
c1ccc(N2CCN(CCc3nnc4n3CCCCC4)CC2)cc1	-6	-4	13	-3	1	2	-5	-15	-2	i
O=C(NCCC1CCCCN1S(=O)(=O)c1ccc(F)cc1)C(=O)NCC1CCCO1 (centres undefined)	-12	2	10	1	x	-4	35	-30	-1	i
O=C(CSc1ccc2nnc(-c3cccnc3)n2n1)c1ccccc1	6	4	30	2	1	x	-4	1	1	i
COc1ccc(/C(O)=C2/C(=O)C(=O)N(c3ccccn3)C2c2ccc(F)cc2)cc1 (centres undefined)	14	3	6	3	3	-7	3	20	-1	i
CCCC(=O)N1CCN(c2ccc(NC(=O)c3ccc(N4CCCC4)c([N+](=O)[O-])c3)cc2Cl)CC1	-1	-3	15	0	x	0	3	7	0	i
O=C(NCc1ccncc1)Nc1ccccc1	-3	2	6	-21	-2	-8	-1	12	-2	i
O=C(Nc1ccccc1)OCc1cc(-c2ccc(Cl)cc2)on1	-2	0	-2	-3	3	0	-5	-6	0	i
O=P(CCC(F)(F)F)(CCC(F)(F)F)CCC(F)(F)F	-5	6	24	1	1	-7	0	-2	0	i
Cc1ccc(NC2CCCN(C(=O)c3cc4ncccn4n3)C2)cc1C (centres undefined)	-1	3	31	-4	-2	-4	5	10	1	i
CCOc1ccc(N=C2NC(=O)S/C2=C\c2ccc(OC)cc2)cc1	1	15	11	-2	1	5	-3	-4	-1	i
(further entries)
SMILES	HSF1 inh	HDAC3 inhib	AI-2 QS modul	GSK3A inh	HSP90 inh	Dyrk1A ADPGlo	Platelet DG rel	HSF-1 act	GSK3B inh	PolyA inh
Cn1cnnc1Sc1ccc(S(C)(=O)=O)cc1[N+](=O)[O-]	-1	10	8	-2	0	x	-8	0	-1	i
Cc1cc(C)cc(NS(=O)(=O)c2ccc3[nH]c(=O)[nH]c3c2)c1	-4	1	9	-3	1	4	4	-3	-2	i
Cc1nc2ccccc2n1C1CC(=O)N(Cc2ccccc2)C1=O (centres undefined)	4	-3	17	-1	-6	-3	0	22	-1	i
CC1(C)CC(=O)C2=C(C1)Oc1nc3ccccc3cc1C2C(C#N)C#N (centres undefined)	-10	-4	-4	0	1	2	-34	-24	-1	i
Cc1cc(NC(=O)c2ccc(Br)c(S(=O)(=O)N3CCCC3)c2)no1	-1	6	26	-1	-1	3	-1	-6	-5	i
CCCCN(C)C(=O)c1ccc(S(=O)(=O)N2CCOCC2)cc1	-11	-1	21	-2	-2	1	22	6	-4	i
O=C(Nc1ccc(F)cc1)c1cn(-c2ccccc2)nc1-c1ccncc1	-2	0	-1	0	2	6	-6	-2	1	i
Cc1cc(=O)n2c(n1)NC(Nc1cccc(C)c1C)=NC2c1ccccc1 (centres undefined)	-3	1	-11	-2	0	-3	-39	12	0	i
Cn1c(=O)c2c(nc(SCCNS(=O)(=O)c3ccccc3)n2C)n(C)c1=O	-10	7	28	0	-2	3	-4	-17	1	i
CCC(=O)Nc1ccc(Oc2ccc(NC(=O)CC)c(NC(=O)CC)c2)cc1	-3	-2	-12	-1	-5	-9	-9	-5	2	i
COC(=O)c1ccc(OC)c(CSc2nnc(COc3cccc(C)c3)o2)c1	-8	5	-44	-4	2	-6	-1	13	-1	i
O=C(COc1ccccc1)Nc1ccc(-c2ccc(N3CCOCC3)nn2)cc1	14	5	21	0	x	0	18	16	1	i
COc1ccc(C(=O)O)nc1C	-5	-1	14	0	1	-3	0	9	-1	i
CN(c1ccccc1)C1CCCCC1NS(=O)(=O)c1ccc(Cl)cc1 (centres undefined)	22	0	19	x	-6	-3	6	31	2	i
O=C(NC1CCSc2ccccc21)c1ccccc1F (centres undefined)	8	3	29	3	-4	-1	-15	22	-1	x
COc1cc(Br)cc(CN2CCN(C=O)CC2)c1O	-8	1	15	2	2	-4	1	-3	-2	i
O=C(Nc1ccccc1)c1ccc(-n2cnnn2)cc1	1	2	-5	-1	-3	-4	3	18	2	i
COCC(=O)N1CCCC(C(=O)c2ccc(C(F)(F)F)cc2)C1 (centres undefined)	-1	4	13	-1	-4	x	-1	-4	-4	i
O=[N+]([O-])c1cccc(CSc2ncnc3ccccc23)c1	30	-2	20	-4	5	-3	2	42	-2	i
O=C(COC(=O)c1cc(Cl)nc2ccccc12)c1ccc(Cl)cc1	8	-8	37	-1	-2	7	5	18	1	i
CCOc1ccc(NC(=O)CCNc2c(N3CCCC3)c(=O)c2=O)cc1	-9	2	35	-1	0	4	2	-9	2	i
COCc1ccc(CN2CCc3c([nH]c4ccccc34)C2C(C)(C)C)o1 (centres undefined)	0	-1	-15	-2	1	8	8	3	0	i
CCCCCCCN1C2=NCCCN2c2ccccc21	-6	-22	21	0	-4	-1	2	0	-3	i
CC(Sc1nnc(-c2ccncc2)n1C)C(=O)NCC1CCCO1 (centres undefined)	2	-1	2	-3	x	0	-3	1	-2	i
CCOc1ncccc1C(=O)OCc1ccc([N+](=O)[O-])cc1	1	-14	35	4	-4	0	3	7	-3	x
More entries:
SMILES	HSF1 inh	HDAC3 inhib	AI-2 QS modul	GSK3A inh	HSP90 inh	Dyrk1A ADPGlo	Platelet DG rel	HSF-1 act	GSK3B inh	PolyA inh
O=C(CCc1ccccc1)Nc1cccnc1Cl	-5	-5	18	-2	-4	3	3	16	1	i
CCOC(=O)/C(C#N)=C/Nc1ccccc1NS(=O)(=O)c1cccc(C(C)=O)c1	6	u	4	0	2	-4	2	18	-1	i
CCOC(=O)CSc1nc(C(C)(C)C)cc(C(F)(F)F)c1C#N	-1	9	5	x	5	3	-1	16	0	i
CN(C)c1ccc(CNCCC(Cc2ccccc2)c2ccco2)cc1 (centres undefined)	-4	1	19	1	19*	-10	-8	5	-1	i
Cc1cnc(C(=O)Nc2cc(F)ccc2C)cn1	5	4	15	-1	6	-2	-3	13	3	i
Cc1ccccc1OCCn1cc(/C=C(\C#N)C(=O)NCc2ccco2)c2ccccc21	21	7	27	0	-5	-1	0	23	-1	i
O=C1CC(c2ccco2)CC2=C1C(c1ccccc1)n1nc(C(F)(F)F)nc1N2 (centres undefined)	0	3	7	-3	-2	-4	4	24	2	i
C=CCn1c(COc2ccc(Cl)cc2)nnc1SCC(=O)NCC(=O)OCC	3	1	36	-2	0	5	2	9	0	i
O=C1CC(c2ccccc2F)C2=C(COC2=O)N1 (centres undefined)	-7	1	9	-1	-1	-3	-5	-17	-2	i
C=CCn1c(=O)c2c3c(sc2n2c(Nc4ccccc4)nnc12)CCCC3	43	1	28	0	-3	2	-1	68*	1	i
COc1ccc(NC(=O)Cc2coc3cc(C)ccc23)cn1	5	1	31	0	-3	1	0	7	-1	i
Cc1ccc(N2CCN(S(=O)(=O)c3nnc(NC(=O)c4ccco4)s3)CC2)cc1	-36	x	0	-4	-1	-5	8	-48	0	i
COCCCNC(=O)C1CCC(=O)N(c2ccc3c(c2)OCO3)C1c1ccc(OC)cc1 (centres undefined)	0	-13	29	2	-4	9	-1	7	0	i
CC(C)Oc1ccccc1-c1cc(C(=O)N/N=C/c2cccnc2)c2ccccc2n1	4	4	13	-1	2	8	22	4	-2	i
CC1=CC2=NC(=O)/C(=C\c3cc(C)n(-c4ccccc4)c3C)C(=N)N2O1	13	-5	5	-2	-3	0	18	32	2	i
COC(=O)C1=C(N)Oc2cc(C)n(CCCn3ccnc3)c(=O)c2C1c1ccc(Cl)cc1 (centres undefined)	-2	6	17	2	0	8	-17	-1	-1	i
CC1CCc2c(sc(NC(=O)c3ccco3)c2C(=O)O)C1 (centres undefined)	-41	0	46	-1	2	11	1	-48	0	i
Cc1ccc2nc(C)cc(C(=O)N/N=C/c3ccncc3)c2c1	-1	0	20	1	-2	x	-15	3	1	i
CCC(=O)Nc1nnc(C)s1	2	x	-1	x	1	-6	-11	1	0	i
COc1cccc(CC(=O)OC(C)C(=O)Nc2ncc(Cl)cc2Cl)c1 (centres undefined)	8	8	23	-2	x	-4	-14	14	0	i
